hIAP block: human IAP inhibition | inhibition, % at 10 µM | purified IAP, CDP-Star luminescence, 30 min | hit rate 0.12% among 330,000 | AID 2544;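 active = inhibition reaching a set limit with compound at 10 µM in the primary screen, cut at about 35% in these data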;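 note: plate controls were DMSO wells with enzyme for no effect and no-enzyme buffer wells for full effect; values of inactives mirror those of a sister screen read the other way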
A3A deaminase: blocks human APOBEC3A ssDNA deamination. P31941. recombinant A3A, FAM/TAMRA ssDNA deamination fluorescence. inhibition, % at 20 µM. hit rate 0.41% among 330,000. AID 493011;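 active = at least 40% inhibition at 20 µM here, with at most 30% in a related deaminase screen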;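 note: plate controls were A3A with DMSO for no effect and wells lacking A3A enzyme for full effect; some results filed as inactive read as strong as hits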
Target sequence (P31941 whole entry, looked up): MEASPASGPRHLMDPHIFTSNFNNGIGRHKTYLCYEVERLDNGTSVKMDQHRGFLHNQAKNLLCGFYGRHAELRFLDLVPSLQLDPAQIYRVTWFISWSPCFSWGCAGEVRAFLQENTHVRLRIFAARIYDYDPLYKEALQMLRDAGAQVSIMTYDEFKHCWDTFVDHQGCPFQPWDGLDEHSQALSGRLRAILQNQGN
hIAP act: increases human intestinal alkaline phosphatase activity; activation factor at 10 µM; P09923; purified human IAP, CDP-Star luminescence, 30 min; stronger effect = higher value; 1 = vehicle-only enzyme, 0 = enzyme-free background; AID 2524; hit rate 0.16% among 330,000;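 active = activation factor of the enzyme at least 2-fold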; note: the source names both 10 and 20 µM as test concentration; values of inactives mirror those of a sister screen read the other way
mIAP activ: mouse IAP activation; muIAP, CDP-Star luminescence, 30 min; stronger effect = higher value; 1 = vehicle-only enzyme signal, 0 = enzyme-free wells; activation factor at 10 µM; hit rate 0.24% among 330,000; AID 2805;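 active = activation factor of at least 2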; note: the source names both 10 and 20 µM as test concentration; values of inactives mirror those of a sister screen read the other way
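System: mouse IAP enzyme. Reagent: CDP-Star chemiluminescent phosphatase substrate. Benchmarks: DMSO wells, no-enzyme wells. Times: 30 min enzyme-substrate-compound incubation at room temperature. Detection: luminescence from enzymatic CDP-Star hydrolysis. Doses: test compounds delivered from DMSO solution.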
MPTP block: permeability transition pore inhibition | isolated mouse mitochondria, Ca2+ swelling absorbance, 30 min | inhibition, % at 10 µM | hit rate 1.4% among 360,000 | AID 602449;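 active = inhibition of 50% or more, scaled per plate between neutral and stimulator controls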;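 note: 0% = DMSO wells given calcium and 100% = 1 mM EGTA wells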
mIAP inh: mouse IAP inhibition. purified mouse IAP, CDP-Star luminescence, 30 min. inhibition, % at 10 µM. hit rate 0.2% among 330,000;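 active = inhibition of at least 40% at 10 µM in the primary screen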;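 note: plate controls were DMSO with enzyme for no effect and no enzyme wells for full effect; values of inactives mirror those of a sister screen read the other way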
beta cell repl: MIN6 beta-cell proliferation induction | hit rate 0.29% among 330,000 | MIN6 cells proliferation, ATPlite luminescence, 48 h; cells starved in 0.2% serum; 100% = growth in 10% serum | proliferation, % at 10 µM;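 active = compounds whose signal lies at least 3.5 SD above the mean of all wells on their plate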;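 note: 0% = DMSO-treated cells in low-serum medium and 100% = 10% serum control; some compounds called inactive have numbers as strong as hits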
NR3A LBD binder: NR3A (human) ligand-binding domain modulation | NR3A LBD differential scanning fluorimetry, Tm shift; 0% = protein alone, 100% = glycine-bound protein | Tm shift relative to glycine control, % at 25 µM | hit rate 2.5% among 340,000 | AID 1259313;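 active = melting temperature shift of at least 10% of the positive control shift, at one fixed dose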
A3G deaminase: APOBEC3G (human) deaminase inhibition. recombinant A3G, ssDNA deamination FAM/TAMRA fluorescence. inhibition, % at 20 µM. hit rate 0.28% among 330,000. AID 493012. Q9HC16;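 active = inhibition of at least 40% at 20 µM, with no more than 30% in the related APOBEC3A deaminase screen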;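 note: plate controls were DMSO wells with A3G for no effect and wells lacking A3G enzyme for full effect; some compounds called inactive have numbers as strong as hits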
Target sequence (Q9HC16 whole entry, looked up): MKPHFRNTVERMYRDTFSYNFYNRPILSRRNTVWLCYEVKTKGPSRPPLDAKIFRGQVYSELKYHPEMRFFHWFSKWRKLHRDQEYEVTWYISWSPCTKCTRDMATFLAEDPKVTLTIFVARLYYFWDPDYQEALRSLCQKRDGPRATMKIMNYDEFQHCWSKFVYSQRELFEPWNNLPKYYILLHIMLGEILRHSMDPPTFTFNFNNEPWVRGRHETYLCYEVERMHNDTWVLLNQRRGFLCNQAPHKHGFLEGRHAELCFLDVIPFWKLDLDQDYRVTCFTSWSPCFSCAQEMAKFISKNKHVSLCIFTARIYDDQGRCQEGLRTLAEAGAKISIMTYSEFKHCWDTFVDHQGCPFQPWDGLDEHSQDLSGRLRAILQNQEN
An asterisk follows results filed as active; . = not tested or not shown. No enrichment for hits. About 5% of those tested had a hit in this group.

Order of results: hIAP block	A3A deaminase	hIAP act	mIAP activ	MPTP block	mIAP inh	beta cell repl	NR3A LBD binder	A3G deaminase
> C=CCOC(=O)C1=C[C@@H](c2coc3ccccc3c2=O)C[C@@H](OCCCCO)O1
  12	-3	0.88	1	0.9	-4	7	0	-9
> O=C(CNC(=O)c1ccco1)OCC(=O)c1cccc2ccccc12
  -18	-4	1.2	0.96	-4.1	4	-3	0	-6
> Cc1ccc(N2C(=O)CSC2c2ccc3c(c2)OCO3)cc1 (stereo unspecified)
  4	5	0.96	0.89	-0.6	11	0	-3	0
> COc1ccc(Nc2nnc(SCC(=O)NC3CCS(=O)(=O)C3)s2)cc1 (stereo unspecified)
  0	11	1	1	1.2	0	-3	0	-8
> COc1ccccc1NC(=O)CSc1nnc(CCNC(=O)c2ccc(C)cc2)n1C
  -5	-4	1.1	1.1	-1.5	-12	-3	-2	-5
> O=C(O)c1cccc(C(=O)O)n1
  -40	-5	1.4	1.1	.	-5	0	.	-3
> O=C(Cc1cccc(C(F)(F)F)c1)NCc1cccnc1
  -4	1	1	0.95	-0.3	5	-1	0	-6
> CCOC(=O)c1cnc(-c2ccccc2)nc1Oc1ccc(OC)cc1
  10	1	0.9	0.84	0.0	16	0	0	-2
> Cc1cccc(-c2cc3nc(C)cc(NCCCn4ccnc4)n3n2)c1
  -18	-3	1.2	0.99	-7.6	1	-2	1	-11
> Cc1ccc2nc(N3C(=O)C(O)=C(C(=O)c4ccc(C)o4)C3c3cccc(O)c3)sc2c1 (stereo unspecified)
  6	1	0.94	0.79	-1.6	21	-5	-2	-11
> CCn1c(SCC(=O)N2CCN(c3ccccc3F)CC2)nnc1-c1ccoc1C
  8	-2	0.92	0.98	-0.2	2	-1	3	-9
> O=[N+]([O-])c1ccc(OCc2n[nH]c(=S)n2-c2ccccc2)cc1
  -14	-8	1.1	1	2.6	-3	-4	1	28
> COc1ccc2c(c1)OC[C@H]1[C@H]2N2C(=O)[C@H](C)NC(=O)[C@@]2(C)[C@H]1c1ccccc1
  0	-1	0.99	1.1	-0.1	-7	-3	-1	-10
> O=C(Nc1cc(S(=O)(=O)N2CCOCC2)ccc1N1CCOCC1)c1cccs1
  6	-2	0.94	0.93	-2.9	8	6	-1	-6
> COc1ccc(O)c(/C=N/c2sc(C)c(C)c2C#N)c1
  9	-1	0.91	0.81	0.8	20	-1	-3	2
> CCOC(=O)C1CCCN(C(=O)c2ccc3oc(Cc4ccccc4)nc3c2)C1 (stereo unspecified)
  3	3	0.97	1.1	0.0	-9	0	-2	8
> CC(=O)Nc1nc(C)cs1
  -8	9	1.1	1	-0.1	-2	-1	-1	2
> Cc1nn(-c2ncc(C(F)(F)F)cc2Cl)c(=O)n1-c1ccccc1F
  -16	3	1.2	1.1	1.2	-11	-2	0	-5
> CN1CCN(CCC(=O)Nc2cccc(F)c2)CC1
  1	-1	0.99	1	0.9	-4	-2	-11	-5
> CCCC(C)C(=O)Nc1ccc(F)c(Cl)c1 (stereo unspecified)
  -4	6	1	0.96	0.2	4	-3	1	-2
> O=C(C(Cl)Cl)N1CCN(Cc2ccccc2)CC1
  -15	0	1.2	1.1	-0.8	-14	-2	-1	-9
> CCOC(=O)C1=C(C)NC(=O)NC1c1ccsc1 (stereo unspecified)
  -11	-6	1.1	1	-2.5	0	-2	0	-7
> CCCCCC(=O)NC(=S)NNC(=O)c1ccc([N+](=O)[O-])cc1
  -41	-2	1.4	0.86	18	14	-2	-2	10
> CCNc1nc(Oc2c(Cl)cccc2Cl)cc(C(F)(F)F)n1
  0	3	1	1	6.9	-2	-4	-5	0
> COc1cccc(C(=O)NNC(=O)CCN2CCN(c3ccccc3)CC2)c1
  6	0	0.94	0.97	-0.4	3	-2	0	-1
> CCc1ccnc(NS(=O)(=O)c2ccc3c(c2)OCCO3)c1
  -6	1	1.1	1.1	2.7	-6	1	-2	5
> CCc1noc(C)c1C(=O)N1CCC(CCC(=O)Nc2cccc(C)c2)CC1
  -26	-6	1.3	1	0.1	0	-2	0	-5
> O=C(Nc1ccc2[nH]c(=S)sc2c1)Nc1ccccc1F
  -4	-3	1	1.1	0.8	-6	0	29*	-6
> CN(C)S(=O)(=O)c1cc(NC(=O)CSc2cccc[n+]2[O-])ccc1Cl
  6	0	0.94	1	0.7	-2	-1	2	0
> Cc1cc(-c2n[nH]c(=S)n2CC(C)C)cs1
  3	1	0.97	0.98	-1.0	2	-2	-1	49*

As entered above.
Result of `Cc1ccc(N2C(=O)CSC2c2ccc3c(c2)OCO3)cc1` (stereo unspecified) in MPTP block: -0.6
Result of `CN1CCN(CCC(=O)Nc2cccc(F)c2)CC1` in NR3A LBD binder: -11

Next compounds
Order of results: hIAP block	A3A deaminase	hIAP act	mIAP activ	MPTP block	mIAP inh	beta cell repl	NR3A LBD binder	A3G deaminase
> COc1ccc(NC(=O)CCCn2c(=O)c3sccc3n(Cc3ccc(C)cc3)c2=O)cc1
  0	2	1	0.96	-0.5	4	-2	-13	-6
> CNS(=O)(=O)c1ccc2nc(NC(=O)/C=C/c3ccco3)sc2c1
  -8	6	1.1	0.88	1.0	12	-1	5	-2
> CC(C)Cc1nnc(NC(=O)CSc2nc(N)cc(=O)[nH]2)s1
  -3	-2	1	0.89	1.1	11	0	-1	-9
> COc1cc(C(=O)CCN2CCC(c3ccccc3)C2)cc(OC)c1OC (stereo unspecified)
  16	-2	0.83	0.95	-0.6	5	-5	1	4
> CCCS(=O)(=O)N1CCC(C(=O)NC2CCCCC2C)CC1 (stereo unspecified)
  -21	-1	1.2	1	-1.1	-5	3	0	0
> O=C(CSc1nnc(-c2ccco2)n1Cc1ccco1)N1CCOCC1
  12	5	0.89	1.1	0.2	-9	-3	-2	-4
> COc1cccc(-n2cnc3scc(-c4cccs4)c3c2=O)c1
  -52	-3	1.5	1	4.8	-4	0	-1	-10
> CC(=O)c1ccc(NC(=O)c2sc3nc(N4CCOCC4)c4c(c3c2N)CCCC4)cc1
  22	-2	0.78	0.98	-1.2	2	-3	2	29
> COc1cccc(CNC(=O)c2cccnc2Sc2ccc(C)cc2C)c1
  4	-2	0.96	0.93	-0.3	7	-2	4	-9
> CC1(C)Cc2nc(NCCN3CCOCC3)c(C#N)cc2CO1
  9	1	0.91	1	0.2	-2	0	1	1
> C=C(C)CNC(=S)N/N=C1\CCCCc2ccccc21
  -11	-3	1.1	0.99	0.6	0	-6	2	3
> O=C(COC(=O)c1ccc(S(=O)(=O)N2CCOCC2)cc1)NCc1ccccc1
  -11	5	1.1	1.1	-3.1	-6	-3	4	3
> CC(C)C(=O)N1C2CCC1CC(O)(c1ccc(F)cc1)C2 (stereo unspecified)
  6	-2	0.94	0.97	-1.1	2	-1	1	-3
> CCN(CC)C(=O)c1sc(NC(=O)c2c(OC)cccc2OC)c(C#N)c1C
  -2	2	1	1.1	0.7	-11	-1	-1	8
> CCc1nnc(NC(=O)CSc2nnc(-c3ccco3)n2CC)s1
  10	8	0.9	0.83	-2.4	17	2	-1	1
> COC(=O)C(=C/C=C/c1cccnc1)C(=O)OC
  -13	3	1.1	1.1	0.1	-6	3	1	4
> O=C(Cc1nc(-c2cnccn2)no1)NNC(=O)Nc1ccccc1
  -15	-4	1.2	1.2	2.5	-16	-2	1	1
> O=C(Cn1cc(C(F)(F)F)ccc1=O)N/N=C/c1ccc(O)cc1
  -17	-6	1.2	1.1	1.4	-8	1	-1	-6
> CCC(C)[C@H](NC(=O)N1CC(=O)Nc2ccccc21)C(=O)N[C@@H](C(=O)O)c1ccccc1 (stereo partly specified)
  7	-4	0.93	0.88	0.3	12	1	-1	-4
> O=C(Cc1ccccc1)Nc1ccc2c(c1)CCC2
  6	-1	0.94	1.1	-0.9	-14	-2	1	-4
> COC(=O)C(CCSC)NC(=O)CNS(=O)(=O)c1ccc(F)cc1 (stereo unspecified)
  14	4	0.85	0.99	-1.4	1	-1	-2	-1
> CC1Cc2ccccc2N1C(=O)CNc1cccc(S(=O)(=O)N2CCCC2)c1 (stereo unspecified)
  -24	9	1.2	1.1	-2.0	-7	-2	-1	-3
> Cn1c(-c2ccco2)nc2cc3ccccc3cc21
  3	2	0.97	1	1.1	-2	-6	3	3
> Cc1cccc(C)c1NC(=O)CN1C(=O)N(C)Cc2ccccc21
  1	-1	0.99	0.92	0.2	8	-1	1	-7
> Cc1ccc(NC(=O)Cn2nc(C)cc2C)cc1
  -3	0	1	0.91	0.9	9	-2	1	-4
> CCOC(=O)C1=NNC(C(=O)c2ccc(C)cc2)C1c1ccc(C)cc1 (stereo unspecified)
  12	-2	0.88	0.87	2.2	13	-3	-4	-5
> Cc1cc(CNC(=O)COc2ccc(F)cc2)c2ccccc2n1
  12	-2	0.88	0.91	7.7	9	0	0	0
> Cc1cccc(NC(=S)NC(=O)/C=C/c2ccccc2)n1
  -5	-3	1	1	1.2	-1	4	-2	-6
> CC(C)(C)n1nnnc1C(c1ccc(F)cc1)N1CCC(C(N)=O)CC1 (stereo unspecified)
  5	0	0.95	0.95	-1.9	5	-2	3	-9
> CC(C)(C)c1cc(C(=O)N2CCN(c3ncccn3)CC2)ccn1
  4	6	0.96	1.1	1.0	-9	-2	-2	5
> COc1ccc(CN2CCN(CCc3ccccc3)C(CCO)C2)c(Cl)c1OC (stereo unspecified)
  -4	-1	1	1	1.3	-3	-4	4	2
> COCCn1c(SC(C)C(=O)NCC2CCCO2)nc2sc3c(c2c1=O)CCC3 (stereo unspecified)
  4	18	0.96	0.92	0.5	8	-4	1	-3
> CC1(C)CC(=O)C2=C(C1)Nc1ccccc1N1C(=O)c3ccccc3C21 (stereo unspecified)
  8	-3	0.92	0.88	0.1	12	0	0	-5
> CCCNC(=O)CN(c1cccc(F)c1)S(C)(=O)=O
  14	5	0.86	1	0.6	-4	-2	-1	-1
> O=C(O)c1cccc(NC(=S)NCc2ccccc2)c1
  -6	2	1.1	1	0.0	0	2	1	-11
> CCCOc1ccc(N2C(=O)C3C4C=CC(CC4)C3C2=O)cc1 (stereo unspecified)
  3	-1	0.97	0.88	0.8	12	3	1	-7
> O=C(c1ccc(CS(=O)(=O)c2ccc(Br)cc2)o1)N1CCCC1
  -7	-2	1.1	1	-1.0	-2	6	-1	-8
> COc1ccccc1C(=O)N1CC(=O)Nc2ccc(F)cc2C1c1ccccc1 (stereo unspecified)
  -27	-5	1.3	0.94	0.2	6	-4	-3	2
> CC(=O)NS(=O)(=O)c1ccc(NC(=S)NC(=O)Cc2ccccc2)cc1
  -10	-2	1.1	1.1	10	-8	0	0	-5
> CNC(=O)/C(C#N)=C/c1ccc(-c2ccccc2[N+](=O)[O-])o1
  12	3	0.88	0.9	-0.7	10	0	-2	0
> Cc1ccc(NC(=O)Nc2nnc(Cc3ccc([N+](=O)[O-])cc3)s2)cc1
  -8	-3	1.1	0.91	34	9	0	22*	-8
> COC(=O)c1cc(-c2ccc(Br)cc2)n[nH]1
  -39	-2	1.4	1	2.0	0	-3	-1	-1
> Cc1ccc(C(=O)NC(=S)NNS(=O)(=O)c2ccc(C)cc2)cc1
  -42	0	1.4	0.96	2.0	4	-4	-8	-7
